HIF-2a inh: HIF-2a reporter inhibitors, primary screen, luminescence, 786-0 RCC cells. AID 624352, 2012. 360,000 tested, 0.72% active. 786-0 RCC cells HIF-2a reporter, luciferase luminescence, overnight. inhibition, % at 18.8 µM;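 active = inhibition of the luminescence signal of 40% or more relative to plate controls, in a single-dose primary screen at 18.75 µM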
EBV LMP1 NFkB: EBV LMP1-driven NF-kappaB luciferase reporter inhibitors, primary screen, cell-based, luminescence, single point; LMP1-induced NF-kappaB luciferase reporter cells; inhibition, % at 12.5 µM; 350,000 tested, 0.69% active; in the data active = inhibition above about 41%;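 note: 0% = neutral control wells and 100% = reference inhibitor control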
C8 TRAIL sens: viability loss with TRAIL in NB7+C8 cells, primary screen, TRAIL sensitizer project, cell-based, ATPlite luminescence. inhibition (viability loss, TRAIL sensitization), % at 10 µM. 360,000 tested, 1% active;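 active = compounds causing at least 50% loss of cell viability in the single-dose screen, relative to plate controls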
MITF TRPM1 inh: inhibitors of MITF-dependent TRPM1 promoter reporter, primary screen, cell-based, SK-MEL-5, single point, luciferase. SK-MEL-5 TRPM1 promoter luciferase, 24 h. inhibition, % at 12.5 µM. 330,000 tested, 0.83% active. AID 488899, 2010;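 active = mean inhibition across replicates of 60% or more, whatever share of single replicates reaches that level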; note: values of inactives mirror those of a sister screen read the other way
NR2E3 ag: inhibitors of NR2E3-RetCOR corepressor binding, primary screen, NR2E3 agonist project, biochemical, TR-FRET, GST-NR2E3, biotin-RetCOR | Photoreceptor-specific nuclear receptor (Homo sapiens), Q9Y5X4 | 1536-well | inhibition of corepressor binding, % at 4.78 µM | 320,000 tested, 0.12% active | AID 2300, 2010;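 active = percent inhibition above the cutoff of mean plus 3 SD of all tested compounds, set per screening campaign, cut at about 20% in these data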;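 note: 0% = DMSO wells and 100% = biotin wells as full block of FRET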
Target sequence (Q9Y5X4 whole entry, looked up): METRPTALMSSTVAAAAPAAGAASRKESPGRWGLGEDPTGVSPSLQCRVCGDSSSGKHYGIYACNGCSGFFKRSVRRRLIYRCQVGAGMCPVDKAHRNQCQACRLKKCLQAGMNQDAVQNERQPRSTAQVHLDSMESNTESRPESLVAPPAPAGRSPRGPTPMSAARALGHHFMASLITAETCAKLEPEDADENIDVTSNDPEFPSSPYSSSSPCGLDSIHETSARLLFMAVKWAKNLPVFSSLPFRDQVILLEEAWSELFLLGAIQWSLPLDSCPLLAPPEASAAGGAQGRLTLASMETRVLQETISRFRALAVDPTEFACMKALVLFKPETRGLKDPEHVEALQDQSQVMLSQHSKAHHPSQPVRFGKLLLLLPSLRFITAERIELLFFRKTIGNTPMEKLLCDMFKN
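System: GST-tagged NR2E3 plus biotinylated RetCOR corepressor; Amount: 1.35 nM GST-tagged NR2E3 final; Dosing: single nominal compound dose of 4.8 µM; Schedule: 5 h incubation at 4 °C; Technique: TR-FRET with europium anti-GST and streptavidin-D2, 340 nm excitation; Controls: biotin wells as high control, 0.6% DMSO wells as low control.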
* = called active by the depositor; . = not tested or not shown. The list is partial, so the mix of outcomes need not match the whole.

SMILES | HIF-2a inh | EBV LMP1 NFkB | C8 TRAIL sens | MITF TRPM1 inh | NR2E3 ag
CC(C)CN1CCC(=O)N([C@H](CO)c2ccccc2)CC1 | . | 5 | . | 5 | 1
CC(=O)c1ccccc1OC(=O)COc1ccc(Cl)cc1C | . | 2 | . | 2 | 1
C#CCOCCOCCOCCNc1nc(N2CCN(C(=O)CCCCCCCCCCNC(=O)[C@H]([C@@H](C)CC)n3cc(CCCCN=C(N)N)nn3)CC2)nc(N2CCN(C(=O)CCCCCCCCCCNC(=O)[C@H](CO)n3cc(CCCSC)nn3)CC2)n1 | . | -3 | . | 73* | 4
N/C(=N\OCc1ccc([N+](=O)[O-])cc1)c1ccccn1 | . | 73* | . | 73* | 2
COc1cc(/C=C2/C(C)=C(C#N)c3nc(N)c(C#N)c(C)c32)ccc1OCC(=O)O | . | -3 | . | 8 | 2
C[C@@]12C(=O)N(Cc3ccccc3)CC(=O)N1[C@H](/C=C/c1ccccc1)[C@@H]1C(=O)N(c3ccccc3)C(=O)[C@@H]12 | . | 82* | . | -2 | -2
O=c1cc(-c2ccccc2Cl)oc2c(NS(=O)(=O)c3ccccc3OC(F)(F)F)ccc(O)c12 | . | 10 | . | 15 | 3
COC(=O)CCCC1=CC2=CC(=O)C(C)(OC(=O)C3CCCC3)C(=O)C2=CO1 (configuration not stated) | . | -3 | . | 3 | 1
Cc1ccc(S(=O)(=O)N[C@@H](C)CO)cc1 | 5 | . | 3 | . | .
CCC(C(=O)NC(C)(C)C)n1c(-c2ccc3c(c2)OCO3)nc2ccccc21 (configuration not stated) | -27 | . | -1 | . | .
COc1ccc(C(=O)C(=O)N2CCC(Cc3ccccc3)CC2)cc1OC | 7 | . | -17 | . | .
O=C(NCc1ccccc1)C(C1CC1)n1c(CSCCOc2ccccc2)nc2ccccc21 (configuration not stated) | 7 | . | -7 | . | .
CCCCCCCCN1C(=O)[C@H](CC(=O)NCCc2ccccc2OC)C[C@@]2(C(=O)OCC)CCC=C12 | 5 | . | -8 | . | .
O=C(C[C@H]1CC[C@@H]2[C@H](COC[C@@H](O)CN2Cc2ccc(Cl)cc2)O1)NCCc1ccccc1 | 7 | . | -4 | . | .
Cc1ccccc1CN1C(=O)CSCC1(C)C(=O)Nc1c(C)cccc1C (configuration not stated) | 8 | . | -13 | . | .
Cc1cccc(C)c1NC(=O)C1C(c2ccc3c(c2)OCO3)=Nc2ccccc2N1C(=O)c1ccccc1 (configuration not stated) | -42 | . | 6 | . | .
COC(=O)C1=CN(c2cccc(OCc3ccccc3)c2)C(N)=C(C#N)C1c1ccc(-c2ccccc2)cc1 (configuration not stated) | -9 | . | 6 | . | .
CCCCOCCCNC(=O)C[C@@H]1C[C@@]2(C(=O)OCC)CCCC=C2N(CCc2ccc(OC)c(OC)c2)C1=O | -11 | . | -31 | . | .
O=C(Cc1cccnc1)N[C@@H]1CC[C@H](CCn2cc(Cc3ccccc3)nn2)O[C@@H]1CO | 5 | . | -8 | . | .
CSCCC(c1nc2ccccc2[nH]1)n1c(-c2ccc3ncccc3c2)nc2ccccc21 (configuration not stated) | -176 | . | -6 | . | .
O=C(NCc1ccccc1)C(c1ccccc1F)n1c(=O)c(-c2ccccc2)nc2ccccc21 (configuration not stated) | 4 | . | 0 | . | .
Cc1ccc(S(=O)(=O)N2CC3C(=O)C[C@@H](c4ccccc4Cl)N(S(=O)(=O)c4ccc(C)cc4)C3CC2c2ccccc2)cc1 (some centres not stated) | 12 | . | -7 | . | .
CCCCCCCCN1C(=O)[C@H](CC(=O)NCc2ccc(OC)c(OC)c2)C[C@@]2(C(=O)OCC)CCC=C12 | -1 | . | 14 | . | .
CC1(C(=O)NCc2ccccc2)CSCC(=O)N1CCCn1ccnc1 (configuration not stated) | 6 | . | -12 | . | .
CC(C)NC(=O)C1C(c2ccccc2)=Nc2ccccc2N1C(=O)c1ccc(C(F)(F)F)cc1 (configuration not stated) | -18 | . | 1 | . | .

Reformatted: entries from further up
| compound | HIF-2a inh | EBV LMP1 NFkB | C8 TRAIL sens | MITF TRPM1 inh | NR2E3 ag |
| --- | --- | --- | --- | --- | --- |
| COC(=O)C1=CN(c2cccc(OCc3ccccc3)c2)C(N)=C(C#N)C1c1ccc(-c2ccccc2)cc1 (configuration not stated) | -9 | . | 6 | . | . |
| CCCCOCCCNC(=O)C[C@@H]1C[C@@]2(C(=O)OCC)CCCC=C2N(CCc2ccc(OC)c(OC)c2)C1=O | -11 | . | -31 | . | . |
| O=C(Cc1cccnc1)N[C@@H]1CC[C@H](CCn2cc(Cc3ccccc3)nn2)O[C@@H]1CO | 5 | . | -8 | . | . |
| CSCCC(c1nc2ccccc2[nH]1)n1c(-c2ccc3ncccc3c2)nc2ccccc21 (configuration not stated) | -176 | . | -6 | . | . |
| O=C(NCc1ccccc1)C(c1ccccc1F)n1c(=O)c(-c2ccccc2)nc2ccccc21 (configuration not stated) | 4 | . | 0 | . | . |
| Cc1ccc(S(=O)(=O)N2CC3C(=O)C[C@@H](c4ccccc4Cl)N(S(=O)(=O)c4ccc(C)cc4)C3CC2c2ccccc2)cc1 (some centres not stated) | 12 | . | -7 | . | . |
| CCCCCCCCN1C(=O)[C@H](CC(=O)NCc2ccc(OC)c(OC)c2)C[C@@]2(C(=O)OCC)CCC=C12 | -1 | . | 14 | . | . |
| CC1(C(=O)NCc2ccccc2)CSCC(=O)N1CCCn1ccnc1 (configuration not stated) | 6 | . | -12 | . | . |
| CC(C)NC(=O)C1C(c2ccccc2)=Nc2ccccc2N1C(=O)c1ccc(C(F)(F)F)cc1 (configuration not stated) | -18 | . | 1 | . | . |

Additional records follow.
SMILES | HIF-2a inh | EBV LMP1 NFkB | C8 TRAIL sens | MITF TRPM1 inh | NR2E3 ag
O=C(Nc1ccc(Cl)cc1)N[C@@H]1CC[C@H](CCNS(=O)(=O)c2ccccc2F)O[C@@H]1CO | -8 | . | 1 | . | .
O=C(NC1CCCC1)C1C(c2ccc(C(F)(F)F)cc2)=Nc2ccccc2N1C(=O)c1cc2ccccc2[nH]1 (configuration not stated) | -121 | . | 1 | . | .
COC1=CC(=O)OC(c2cccc(Cl)c2)C1 (configuration not stated) | 7 | . | 0 | . | .
CCCCNC(=O)C1C(c2ccc(C(F)(F)F)cc2)=Nc2ccccc2N1C(=O)C1CCN(C(C)=O)CC1 (configuration not stated) | -1 | . | 7 | . | .
CO[C@H]1CN(C)C(=O)c2ccc(NC(=O)C3CCC3)cc2OC[C@H](C)N(CC2CCCCC2)C[C@@H]1C | -8 | . | 10 | . | .
CC(C)NC(=O)C1(C)CN(S(C)(=O)=O)CC(=O)N1Cc1cccc(C(F)(F)F)c1 (configuration not stated) | 3 | . | -13 | . | .
C#CCNC(=O)C[C@@H]1C[C@@]2(C(=O)OC)CC(C)(C)CC=C2N(Cc2cccc3ccccc23)C1=O | -8 | . | -26 | . | .
CCCCCCCCN1C(=O)[C@H](CC(=O)N2CCN(C(=O)OCC)CC2)C[C@@]2(C(=O)OC)CC(C)(C)CC=C12 | -1 | . | 2 | . | .
CCOC(=O)[C@]12CCCC=C1N(Cc1ccccc1)C(=O)[C@H](CC(=O)NCc1cccc3ccccc13)C2 | 8 | . | -3 | . | .
COc1ccc(C(C(=O)NCc2ccccc2)n2c(-c3ccncc3)nc3ccccc32)cc1 (configuration not stated) | -52 | . | 3 | . | .
CCC(C(=O)Nc1c(C)cccc1C)n1c(-c2ccc(=O)[nH]c2)nc2ccccc21 (configuration not stated) | -20 | . | 0 | . | .
O=C(NC1CCCC1)C1C(c2ccccc2)=Nc2ccccc2N1C(=O)c1ccc(C(F)(F)F)cc1 (configuration not stated) | -9 | . | 12 | . | .
O=C(NC1CCCC1)C1C(c2ccc(C(F)(F)F)cc2)=Nc2ccccc2N1C(=O)c1ccco1 (configuration not stated) | -111 | . | -17 | . | .
CC(C)(C)NC(=O)C(c1cc2ccccc2o1)n1c(=O)c(-c2ccco2)nc2ccccc21 (configuration not stated) | -138 | . | -22 | . | .
Cc1cccc(C)c1NC(=O)C(C1CC1)n1c(=O)c(-c2ccco2)nc2ccccc21 (configuration not stated) | 12 | . | -13 | . | .
COc1cc(C(=O)C(=O)N2CCN(c3ccc(C)cc3)CC2)cc2ccccc12 | -11 | . | -12 | . | .
O=C(C[C@H]1C=C[C@@H](NS(=O)(=O)c2ccccc2)[C@@H](CO)O1)NCc1ccc(Cl)c(Cl)c1 | 12 | . | -8 | . | .
O=C(Nc1ccc2ccccc2c1)C(c1ccccc1)n1c(=O)c(-c2cc3ccccc3[nH]2)nc2ccccc21 (configuration not stated) | -35 | . | -7 | . | .
C#CCNC(=O)c1cc(-c2ccccc2)sc1N | -90 | . | -9 | . | .
CC1(C(=O)NCc2ccccc2)CN(S(C)(=O)=O)CC(=O)N1CCCn1ccnc1 (configuration not stated) | -8 | . | -13 | . | .
CCCCNC(=O)C[C@@H]1C[C@@]2(C(=O)OC)CC(C)(C)CC=C2N(Cc2ccc3c(c2)OCO3)C1=O | 3 | . | 0 | . | .
Cc1ccc(C)c(N2CCN(C(C(=O)NC3CCCC3)c3ccco3)CC2)c1 (configuration not stated) | -2 | . | -5 | . | .
COC(=O)C1=CN(c2ccc(C(C)(C)C)cc2)C(N)=C(C#N)C1c1cccc([N+](=O)[O-])c1 (configuration not stated) | -101 | . | 3 | . | .
O=C(NCc1ccccc1)C1C(c2ccccc2)=Nc2ccccc2N1C(=O)c1ccncc1 (configuration not stated) | -20 | . | -3 | . | .
CC(C)(C)C(C(=O)NCc1ccccc1)N1CCN(CCN2CCOCC2)CC1 (configuration not stated) | -3 | . | 8 | . | .
(further entries)
SMILES | HIF-2a inh | EBV LMP1 NFkB | C8 TRAIL sens | MITF TRPM1 inh | NR2E3 ag
CC(C)(C)NC(=O)C(c1cccc2ccccc12)n1c(=O)c(-c2ccccc2)nc2ccccc21 (configuration not stated) | 13 | . | 8 | . | .
O=C(C[C@H]1CC[C@H]2[C@@H](COC[C@@H](O)CN2C(=O)c2cnccn2)O1)NCc1ccc(Oc2ccccc2)cc1 | 17 | . | -10 | . | .
O=C(Nc1ccc2c(c1)OCCO2)C1C(c2ccccc2)=Nc2ccccc2N1C(=O)c1cccnc1 (configuration not stated) | -226 | . | 1 | . | .
Cc1cccc(C)c1NC(=O)C1(C)CSCC(=O)N1CCOc1ccccc1 (configuration not stated) | 8 | . | -15 | . | .
CCCCCCCCN1C(=O)[C@H](CC(=O)N2CCN(C(=O)c3ccco3)CC2)C[C@@]2(C(=O)OC)CC(C)(C)CC=C12 | 2 | . | 19 | . | .
CCC(C)CN1C(=O)CSCC1(C)C(=O)Nc1ccc2c(c1)OCCO2 (configuration not stated) | -11 | . | 8 | . | .
O=C1c2c(-c3ccc(Br)cc3)noc2CCN1Cc1cn(Cc2cccnc2)nn1 | 19 | . | 11 | . | .
CCCCCCCCN1C(=O)[C@H](CC(=O)NCc2cccs2)C[C@@]2(C(=O)OC)CC(C)(C)CC=C12 | 10 | . | 4 | . | .
CC(C)NC(=O)C1(C)CN(S(C)(=O)=O)CC(=O)N1CCCN1CCOCC1 (configuration not stated) | 18 | . | -13 | . | .
CCCCCNC(=O)C(c1ccnc2ccccc12)n1c(=O)c(-c2cc3ccccc3[nH]2)nc2ccccc21 (configuration not stated) | -28 | . | 11 | . | .
COC(=O)C1=CN(c2ccc(C)cc2)C(N)=C(C#N)C1c1ccc(OC)cc1 (configuration not stated) | 21 | . | -12 | . | .
O=C(NCc1ccccc1)C1C(c2ccc3c(c2)OCO3)=Nc2ccccc2N1C(=O)c1ccco1 (configuration not stated) | -173 | . | 10 | . | .
O=C1C=C(OCCCl)CC(c2cccc(Cl)c2)O1 (configuration not stated) | -12 | . | 8 | . | .
COC(=O)C1(C(=O)OC)C2CCCCC2N(S(=O)(=O)c2ccc(C)cc2)[C@@H]1CC(C)=O (some centres not stated) | 0 | . | -12 | . | .
O=C(NCc1ccccc1)C(c1ccc(C(F)(F)F)cc1)N1CCN(CCN2CCOCC2)CC1 (configuration not stated) | -8 | . | 8 | . | .
O=C(Nc1ccc(F)cc1)C(CCc1ccccc1)N1CCN(C(=O)c2ccco2)CC1 (configuration not stated) | 6 | . | 2 | . | .
Cc1cccc(C)c1NC(=O)C1(C)CSCC(=O)N1CCCN1CCOCC1 (configuration not stated) | 4 | . | -7 | . | .
O=C1c2c(-c3ccc(Br)cc3)noc2CCN1Cc1cn(C2CCCC2)nn1 | -3 | . | 20 | . | .
O=C(C[C@H]1CC[C@@H]2[C@H](COC[C@H](O)CN2Cc2cccc(F)c2)O1)NCc1cccc(F)c1 | 3 | . | -8 | . | .
COC(=O)[C@@]12C[C@@H](CC(=O)NCc3ccccc3)C(=O)N(CCc3ccc(OC)c(OC)c3)C1=CCC(C)(C)C2 | -2 | . | 7 | . | .

Compound activity (PubChem)
